PriA SSB inh – inhibitors of Klebsiella pneumoniae PriA binding to SSB C-terminal tail. AlphaScreen SSBct-PriA binding, biotinylated peptide. inhibition, % at 33 µM. AID 1272365. 430,000 tested, 0.6% active; in the data active = inhibition mostly above about 37%, no sharp cut-off; inactive = mostly below about 20%;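 also: plate controls were negative control peptide for no effect and reference peptide for full effect; strong numbers were not always called active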
* hit, by the source's call; & = joins results of further samples. Some of the compounds tested; rates above refer to the full screens.

Molecule | PriA SSB inh
Cc1cc(NC(=O)Cc2cccc3ccccc23)n(-c2nc3c(cnn3-c3ccc(F)cc3)c(=O)[nH]2)n1 | -14
COC(=O)N1CCC(CNS(C)(=O)=O)CC1 | -1
C=CCN(CC=C)C[C@H](O)Cn1c(-c2ccc(OC)cc2)cc2ccccc21 | -21
COc1cccc(OCC(=O)NNC(=O)c2cccn(Cc3ccc(F)cc3)c2=O)c1 | 2
O=S(=O)(Cc1nc(-c2ccc3c(c2)OCO3)no1)c1ccc(F)cc1 | -3
O=C(Nc1nc(-c2cc([N+](=O)[O-])cs2)cs1)c1ccc(Cl)s1 | -3
Cc1ccc(C(=O)COC(=O)c2cc(C)nc3ccccc23)c(C)c1 | -18&-1
CC(=NNC(=O)C1COc2ccccc2O1)c1ccc(C)o1 (stereo not drawn) | -8
Cc1nc(-c2ccc(N3CCN(S(=O)(=O)C4CC4)CC3)nc2)no1 | -5
COCCCn1c(=O)c2ccccc2n(Cc2nc(-c3ccc(OC(C)C)cc3)no2)c1=O | 8
COC(=O)c1ccc(C(=O)N2CCS[C@H](c3ccccc3C)CC2)cc1 | -9
O=C(CCN1C(=O)c2ccccc2C1=O)OCC(=O)c1ccc(Cl)cc1Cl | -6
CC(C)C(=O)NCCCn1nc(-c2ccncc2)ccc1=O | 5
COc1cc(C=NN(C)S(=O)(=O)c2ccc(C)cc2)cc([N+](=O)[O-])c1O | 8
CCNC(=O)c1nsc(C(=O)NCc2ccc3c(c2)OCO3)c1N | -8
O=C(O)c1ccccc1NN=Cc1ccnc2ccccc12 | 4
CCOc1ccc(NC(=O)CSc2cc(C)c3ccccc3n2)cc1 | 11
COc1ccc(CCNC(=O)C(=O)Nc2ccc3c(c2)OCCO3)cc1 | -14
Cc1ccc(-c2nc3c(c(=O)n2CC(=O)NCc2ccco2)CCN(Cc2ccccc2)C3)cc1 | 2
O=C(Nc1c(F)cccc1F)N(Cc1ccoc1)Cc1cccs1 | 31

Molecule | PriA SSB inh
CC1=NN(CC(=O)OCc2ccccc2)c2nc3c(c(=O)n(C)c(=O)n3C)n2[C@H]1C | -6
CSc1ccccc1NC(=O)C(=O)NCCc1ccc(N2CCCC2)cc1 | -3
O=C(NCC#CCN1CCCCC1)c1c(F)cccc1F | -1
Cc1cccc(CN(CC(=O)NN=Cc2ccco2)S(=O)(=O)c2ccc(Cl)cc2)c1 | -10
CN(C)C(=NS(=O)(=O)c1ccccc1)c1ccc([N+](=O)[O-])cc1 | -4
COc1ccc(NC(=O)CCc2csc(NC(=O)c3ccc[nH]c3=O)n2)cc1Cl | -7
O=C(NN=Cc1ccc2c(c1)OCO2)c1sc2cccc(Cl)c2c1Cl | 0
CC(=O)Oc1ccc(C=NNC2=NS(=O)(=O)c3ccccc32)cc1 | -19
Cn1cc(C(=O)NCC2CCN(C(=O)COc3ccccc3)CC2)nn1 | -2
O=Cc1ccccc1OC(=O)c1ccccc1Br | -7
O=C(Nc1cnc(-n2cccn2)nc1)c1ccccc1Cl | -19
O=C(c1ccc(Cl)s1)N(Cc1ccco1)C1CCOCC1 | -16
CC1CN(S(=O)(=O)c2ccc(C(=O)Nc3cc(Cl)cc(Cl)c3Cl)cc2)CC(C)O1 (stereo not drawn) | -6
Cc1ccccc1NC(=O)NC[C@H](O)c1ccoc1 | 1
O=C(CCn1cnc2ccccc2c1=O)NCc1cccc(Oc2ccccn2)c1 | -16
Cc1nc2ccc(NC(=O)C(C)(C)C)cc2c(=O)n1-c1ccccc1 | 3
CC(CC(=O)Nc1ccc(Cl)cc1)=NNC(=O)C(=O)NCCO | -8
Cn1nc(-c2ccc(F)cc2)cc1C(=O)NCCn1nc(-c2ccccn2)n(C)c1=O | -9
CCC(=O)N1CCc2ccc(NC(=O)c3ccc(F)cc3)cc2C1 | 8
CC(=O)Nc1ccc(OCCC[n+]2cccc(C(=O)O)c2)cc1 | -6

Molecule | PriA SSB inh
O=C(CN1CCN(c2ccccc2)CC1)NC1C2CC3CC(C2)CC1C3 (stereo not drawn) | 16
O=C(Nc1ccc2c(c1)N(C(=O)C1CC1)CC2)c1ccc(Cl)c(Cl)c1 | 1
O=C(c1ccc2nsnc2c1)N1CCC(Oc2ccc(C(F)(F)F)cn2)CC1 | 6
O=C(CSc1ccc(F)cc1)N1CCC(c2ccsc2)CC1 | -11
COc1cccc(-c2nn(CC(=O)N3CCCc4ccccc43)c(=O)c3nc(C)sc23)c1 | -15
CCOc1ccc(CC(=O)NC2CCN(c3nccs3)CC2)cc1 | -7
Cn1cccc1C(CNC(=O)C1CCN(S(C)(=O)=O)CC1)N1CCCC1 (stereo not drawn) | 0
CC(=NNc1cc(-c2ccccc2)nc(-c2ccccc2)n1)c1ccc(O)c(C)c1 | 15
COCCN(CCOC)c1cc(C)nc(-n2cc([N+](=O)[O-])cn2)n1 | -1
COc1ccc(N2CC(NC(=O)N3CCC4(CC3)CC(=O)c3ccccc3O4)CC2=O)cc1OC (stereo not drawn) | 3
O=C(NN=Cc1ccccc1F)c1cccc2ccccc12 | -6
Cc1nc(C)c(-c2nnc(NC(=O)C3CCN(S(=O)(=O)c4ccc(Cl)s4)CC3)o2)s1 | -12
O=c1c2sccc2nc(SCc2nc(-c3ccccn3)no2)n1Cc1ccccc1 | -19
O=C(CSc1nnc(-c2cccnc2)o1)NCc1ccc2c(c1)OCO2 | -21&-8
N#C/C(=N\Nc1ccc(S(N)(=O)=O)cc1)c1nc(-c2ccc(Br)cc2)cs1 | 12
O=C(CSc1nnc(SCc2ccccc2)s1)NN=Cc1c[nH]c2ccccc12 | -7
Cc1cc(C(=O)NC[C@H](O)c2cn(C)c3ccccc23)c(C)o1 | -10
Cc1cc(F)ccc1S(=O)(=O)N[C@H]1CCN(c2ccccn2)C1 | -2
Cc1cc(C)c(C#N)c(SCC(=O)N2CCCC2)n1 | 2
O=C(Nc1ccccc1)N1CCN(Cc2nc(-c3ccccc3)cs2)CC1 | 7

Molecule | PriA SSB inh
CCOC(=O)NN=C(C)c1cccc(-n2cnnn2)c1 | -7
Cc1ccc(-n2c(C)nc3ccc(NC(=O)c4cccc([N+](=O)[O-])c4C)cc3c2=O)cc1 | 10
CCCc1c(C)nn(C(=O)C(C#N)=NNc2ccccc2[N+](=O)[O-])c1C | 1
O=C(Nc1ccc(Cl)c(Cl)c1)N1CCN(Cc2cnc3ccccn23)CC1 | 1
O=C(Cn1c2c(c(=O)n(C3CCCCC3)c1=O)CCC2)N1CCc2ccccc21 | -7
Cc1ccnc(Nc2cc(NCCNC(=O)c3ccccc3C)nc(C)n2)c1 | -5
Cc1ccc(C(=O)ON=C2CC3CCC2(C)C3(C)C)cc1 (stereo not drawn) | -43
CCOC(=O)CSC1=C(C#N)C(c2ccccc2[N+](=O)[O-])C(C(=O)OC)C(=O)N1 (stereo not drawn) | 18
CSCC(C)(O)CNS(=O)(=O)c1cccc2cccnc12 (stereo not drawn) | 3
COc1ccc(C=NNC(=O)c2ccc(-c3ccccc3)cc2)c(OC)c1OC | 3
COc1ccc(S(=O)(=O)/C(C#N)=C\Nc2ccc3c(c2)OCCO3)cc1 | 3
COc1ccc(Cl)cc1NC(=O)C[C@@H](C(=O)O)N1CCNCC1 | -9
Cc1cc(OC2CN(S(=O)(=O)CC34CCC(CC3=O)C4(C)C)C2)cc(=O)n1C (stereo not drawn) | -3
O=C(CN1C(=O)CCC1=O)NC(=S)Nc1cccc2c1C(=O)NC2=O | 5
O[C@H](COc1ccccc1-c1ccccc1)CN1CCN(c2cccc(Cl)c2)CC1 | 8
NS(=O)(=O)c1ccc(CNC(=O)Cc2csc(Nc3cccc(Cl)c3)n2)cc1 | -7
Cc1ccc(-c2cc3c(=O)n(CC(=O)Nc4ccc5c(c4)OCO5)ncn3n2)cc1C | -17
Cc1ccc(C=Nn2cnc3sc(-c4ccccc4)cc3c2=O)o1 | -12
O=C(CSCc1ccccc1)N(Cc1ccsc1)Cc1ccco1 | -19
COc1ccc(CCNC(=O)CSc2cc(C)[nH]c(=O)n2)cc1OC | -5

Some of these compounds in order of molecular weight, high to low.
Molecule | PriA SSB inh
Cc1cc(NC(=O)Cc2cccc3ccccc23)n(-c2nc3c(cnn3-c3ccc(F)cc3)c(=O)[nH]2)n1 | -14
Cc1ccc(-c2nc3c(c(=O)n2CC(=O)NCc2ccco2)CCN(Cc2ccccc2)C3)cc1 | 2
O=c1c2sccc2nc(SCc2nc(-c3ccccn3)no2)n1Cc1ccccc1 | -19
O=C(NN=Cc1ccc2c(c1)OCO2)c1sc2cccc(Cl)c2c1Cl | 0
COc1cc(C=NN(C)S(=O)(=O)c2ccc(C)cc2)cc([N+](=O)[O-])c1O | 8
COc1ccc(S(=O)(=O)/C(C#N)=C\Nc2ccc3c(c2)OCCO3)cc1 | 3
O=C(c1ccc(Cl)s1)N(Cc1ccco1)C1CCOCC1 | -16

(further entries)
| compound | PriA SSB inh |
| --- | --- |
| C=CCn1c(=NC(=O)c2cc(OC)c(OC)c(OC)c2)sc2cccc(F)c21 | -9 |
| CN(C)c1ccc(C(=O)Nc2cc3ccccc3cc2C(=O)c2ccc(N(C)C)cc2)cc1 | -16 |
| CCOC(=O)c1ccc(NC(=O)/C=C/c2ccc(OC(=O)c3ccccc3F)cc2)cc1 | -14 |
| Cc1nc(OCC(=O)Nc2cccc(-c3csc(C)n3)c2)cc(-n2cccn2)n1 | -11 |
| Cc1ccc(C=NNC(=O)c2cc([N+](=O)[O-])cc([N+](=O)[O-])c2)o1 | -6 |
| O=C(Nc1ncn[nH]1)c1cccc(S(=O)(=O)N2CCCCCC2)c1 | -11 |
| CC1CCN(S(=O)(=O)c2ccc(-c3nc(C#N)c(NC[C@H]4CCCO4)o3)cc2)CC1 | -17 |
| Cc1ccc(C(=O)Nc2nnc(CC(=O)NN=Cc3ccc(O)c(O)c3)s2)cc1 | -14 |
| O=S(=O)(NCc1ccccc1-c1ccsc1)c1ccccc1Br | -20 |
| COc1ccc(C=Nn2c(SC)nnc2-c2ccccc2)cc1C | 4 |
| CN(C)C(CNC(=O)c1ccoc1)c1ccc2c(c1)CCO2 (stereo not drawn) | -3 |
| Cn1cc(C(=O)N2CCOCC2)cc(NC(=O)c2ccccc2)c1=O | -3 |
| CS(=O)(=O)c1ccc(C(=O)Nc2ccc(F)cc2F)cc1 | -23 |
| CC(C)Oc1ccc(C(=O)NCC(c2ccsc2)N2CCc3ccccc3C2)cc1 (stereo not drawn) | -3 |
| COc1cc(OC)cc(C(=O)NN=C2SCC(=O)N2Cc2ccco2)c1 | -14 |

| compound | PriA SSB inh |
| --- | --- |
| COc1ccc(Cl)cc1C(=O)Oc1coc(CSc2nccn2C)cc1=O | 2 |
| CCOc1ccc(-n2cc(-c3ccccc3)c3c(SCC(=O)OCc4ccccc4)ncnc32)cc1 | -13&-5 |
| O=C(CCN1CCN(c2ccccc2)CC1)NN=Cc1ccccc1OC(F)F | -2 |
| CCCOc1ccc(-c2csc(NC(=O)c3cc(C)no3)n2)cc1 | -8 |
| CC(=O)c1ccc(NC(=O)CCCSc2nc(C)cc(C(F)(F)F)c2C#N)cc1 | -13 |
| CCCOc1ccc(N2CCN(C(=O)c3cc(Cl)ccc3OC)CC2)nn1 | 1 |
| CC(=O)Nc1ccc(NS(=O)(=O)c2cccc3cccnc23)cc1 | 6 |
| COc1ccccc1C(CNC(=O)C1CC(=O)N(c2ccccc2)C1)OC (stereo not drawn) | -3 |
| O=C(NCc1ccccn1)C(=O)Nc1ccc2c(c1)CCCN2C(=O)c1cccs1 | -17&5 |
| NC(=O)C1CCN(C(=O)C(=O)NC2CC2)CC1 | 0 |
| O=C(NCCN1CCn2cc(OCc3ccccc3)c(=O)cc2C1=O)c1cnccn1 | -29&-4 |
| CCOC(=O)c1oc2ccccc2c1NC(=O)c1cc(C)nn1CC | -1 |
| Cc1cc2nc(NCc3ccccc3)sc2cc1C | -10 |
| Cc1nnc(C2CCN(C(=O)Cc3ccc(SC(C)C)cc3)CC2)s1 | -10 |
| COC(=O)Cn1c(=NC(=O)c2cc3cc([N+](=O)[O-])ccc3s2)sc2c(C)cc(C)cc21 | -13 |

| compound | PriA SSB inh |
| --- | --- |
| COc1cccc2cc(-c3csc(NC(=O)c4ccc([N+](=O)[O-])s4)n3)oc12 | 1 |
| CCc1nnc(C2CCN(S(=O)(=O)CC)CC2)s1 | 5 |
| Cc1ccc(C)c(N2CCN(C(=O)c3ccc4c(=O)n5c(nc4c3)SCCC5)CC2)c1 | -6 |
| O=C(Nc1ccc(C(F)(F)F)cc1)N1CCCN(CCn2cccn2)CC1 | -20 |
| O=c1[nH]nc(SCc2ccccc2Cl)n2nc(-c3cccs3)cc12 | -1 |
| O=C(NCCCn1nc(-c2cccnc2)ccc1=O)c1ccc(Cl)cc1Cl | -18&-5 |
| CC(=O)N(C)c1ccc(OCC(O)CN(c2ccc(F)cc2)S(C)(=O)=O)cc1 (stereo not drawn) | 4 |
| COc1ccc(NC=C2C(=O)c3c(sc(C)c3C)N(C)S2(=O)=O)cc1 | 2 |
| CS(=O)(=O)c1ccc(-c2nnc(N)o2)cc1 | 18 |
| Cc1cc(C)c(C(=O)NCC2CCN(C(C)C)CC2)c(C)c1 | -9&-2 |
| CCCc1cnc2c(c1SC(C(C)=O)C(=O)N(C)C)c(=O)n(C)c(=O)n2C (stereo not drawn) | 1 |
| CC(C)(Oc1ccc(Cl)cc1)C(=O)N1CCC(Oc2cnccn2)CC1 | -3 |
| O=C(NN=Cc1ccc(OC(=O)c2ccccc2)c([N+](=O)[O-])c1)c1ccc(O)cc1 | -5 |
| Nn1cnnc1NN=Cc1cc(Br)cc(Br)c1O | 4 |
| O=S(=O)(NCc1ccnc(N2CCCC2)n1)c1ccccc1F | -9 |

| compound | PriA SSB inh |
| --- | --- |
| CCn1c(=NS(=O)(=O)c2ccc(C)cc2)sc2c(C)cc(C)cc21 | 1 |
| N#Cc1ccc(C(=O)NCC2CCN(C3CCCC3)CC2)cc1 | -9 |
| CS(=O)(=O)c1ccc(CCC(=O)NCC2CCCN2c2ccccc2)cc1 (stereo not drawn) | -12 |
| O=C(Nc1nc(-c2cccnc2)cs1)C1CCN(c2cc(-n3cncn3)ncn2)CC1 | -6 |
| O=C(CSc1nc2ccsc2c(=O)n1Cc1ccco1)NC1CCCC1 | -7 |
| COc1ccc(N2CCCS2(=O)=O)cc1NS(=O)(=O)c1ccccc1[N+](=O)[O-] | 3 |
| O=C(CCCn1nc(-c2cccs2)ccc1=O)Nc1ccc(F)c(Cl)c1 | -4 |

Bioassay records as filed in PubChem BioAssay.
